Source: PubChem (several laboratories)
OPRM1-OPRD1 inv: inverse agonists of human mu-delta opioid receptor heterodimerization; P35372+P41143; cell-based MOR-DOR heterodimer luminescence, inverse agonism; inhibition, % at 9.3 µM; hit rate 0.21% among 340,000; in the data active = inhibition above about 22%, passing the limit was not always enough;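 also: 0% = cells with DMSO and 100% = wells without cells with DMSO; values of inactives mirror those of a sister screen read the other way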
PKA-R2B activ: activators of human PKA-R2B complex; P22694+P31323; PKA-R2B holoenzyme dissociation, Cy5-IP20 fluorescence polarization; R2B truncated from residue 108, S112A mutant; 0% DMSO only, 100% 113 µM cGMP; activation, % at 11.4 µM; hit rate 0.079% among 340,000; AID 504700;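 active = activation above a cutoff set at the mean over all compounds plus 3 SD, cut at about 18% in these data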;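 also: higher means more holoenzyme dissociation and a rise in polarization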
Target sequence (P31323 whole entry, looked up, other chains not shown, the tested form may be a part): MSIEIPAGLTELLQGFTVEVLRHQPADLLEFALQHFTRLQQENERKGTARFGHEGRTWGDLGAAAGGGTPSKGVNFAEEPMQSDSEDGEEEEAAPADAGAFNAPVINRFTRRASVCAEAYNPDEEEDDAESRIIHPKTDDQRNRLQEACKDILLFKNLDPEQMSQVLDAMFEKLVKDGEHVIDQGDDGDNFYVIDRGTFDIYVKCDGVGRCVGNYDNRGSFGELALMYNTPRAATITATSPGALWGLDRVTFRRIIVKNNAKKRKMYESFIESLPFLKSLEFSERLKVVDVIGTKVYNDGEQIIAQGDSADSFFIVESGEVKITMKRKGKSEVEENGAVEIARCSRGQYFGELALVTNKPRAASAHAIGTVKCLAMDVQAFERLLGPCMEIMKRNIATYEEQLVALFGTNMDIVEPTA
phage Ecoli inh: E. coli growth loss with phage present | growth absorbance | hit rate 0.26% among 360,000 | inhibition, % at 11.9 µM | AID 651602; in the data active = inhibition above about 11%
OPRM1-OPRD1 ag: OPRM1-OPRD1 heterodimerization agonism; AID 504326; activation, % at 9.3 µM; hit rate 0.3% among 340,000; cells, luminescence; in the data active = activation above about 18%;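 also: 0% = vehicle-treated cells and 100% = reference agonist; values of inactives mirror those of a sister screen read the other way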
HTR5A inv ctr: inverse agonist of human HTR5A in OPRM1-OPRD1 counter-screen | hit rate 0.083% among 340,000 | P47898 | inhibition, % at 9.3 µM | HTR5A cell line, luminescence, inverse agonism; in the data active = inhibition mostly above about 23%, no sharp cut-off; inactive = mostly below about 18%;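 also: 0% = cells with DMSO and 100% = no-cell wells with DMSO; some compounds called inactive have numbers as strong as hits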
Target sequence (P47898 whole entry, looked up): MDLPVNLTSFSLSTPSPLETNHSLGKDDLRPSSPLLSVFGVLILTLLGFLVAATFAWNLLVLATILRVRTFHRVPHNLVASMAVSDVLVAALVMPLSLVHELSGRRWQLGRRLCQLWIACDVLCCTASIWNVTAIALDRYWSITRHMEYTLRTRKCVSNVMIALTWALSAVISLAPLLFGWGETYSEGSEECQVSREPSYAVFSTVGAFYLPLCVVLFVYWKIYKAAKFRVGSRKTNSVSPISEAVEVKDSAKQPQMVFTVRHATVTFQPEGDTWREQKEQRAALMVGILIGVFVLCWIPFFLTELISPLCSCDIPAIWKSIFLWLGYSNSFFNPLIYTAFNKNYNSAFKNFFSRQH
PfHsp90 set2: inhibits growth of yeast expressing Plasmodium falciparum Hsp90. S. cerevisiae expressing PfHsp90, BacTiter-Glo ATP, 48 h; yeast lacking PDR1 and PDR3 efflux regulators. inhibition, % at 9.4 µM. hit rate 0.32% among 310,000;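 active = every replicate shows inhibition above about 80%, whatever the replicate mean, limit read from the data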;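 also: 0% = DMSO neutral controls and 100% = 20 µM radicicol positive controls; yeast relying on Plasmodium falciparum Hsp90 in place of its own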
SUMO Mot1 rescue: inhibitors of SUMOylation pathway: yeast Mot1-301 growth rescue; S. cerevisiae Mot1-301 growth rescue, ATP luminescence, 38.5C; percent above DMSO median, 100 means doubled; growth rescue, % at 18.8 µM; hit rate 1% among 320,000; AID 2716;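 active = every valid replicate shows activation above 250% relative to neutral control wells; inactive = the rest, any valid replicate at or below 250%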;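 also: OY570 slx delta 5 strain wells were the positive control but not used for scaling; some compounds called inactive have numbers as strong as hits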
PKA-R1A act: activators of PKA-R1A complex | hit rate 0.083% among 340,000 | P00514+P68181 | activation, % at 11.4 µM | PKA-R1A dissociation, Cy5-IP20 fluorescence polarization; scaled: DMSO 0%, 113 µM cGMP 100%;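 active = percent activation above the mean of all tested compounds plus 3 SD, cut at about 19% in these data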;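 also: higher means more PKAc released from R1A so a rise in polarization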
Tat export inh: inhibitors of E. coli Tat protein transport; hit rate 0.036% among 340,000; inhibition, % at 10 µM; E. coli MC4100 TorA-mCherry Tat export, fluorescence;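 active = mean replicate inhibition at least 50% and at least half of replicates individually reaching 50%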;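 also: exported cargo escapes ClpAP degradation while cytoplasmic cargo is degraded and loses fluorescence; 0% = median of neutral control wells and 100% = median of NaSCN control wells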
AddAB inh: less growth of phage-infected E. coli with AddAB; E. coli expressing H. pylori AddAB, absorbance growth; inhibition, % at 11.9 µM; hit rate 0.29% among 330,000; AID 435030; in the data active = inhibition above about 12%;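 also: 0% = vehicle wells of infected cells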
Ecoli viability: reduces bacterial viability in AddAB counter-screen. E. coli V3065 growth, OD600 absorbance, 18 h. inhibition, % at 11.9 µM. hit rate 0.27% among 330,000. AID 449728;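 active = inhibition above the campaign's mean inhibition across all tested compounds plus 3 SD, cut at about 9.9% in these data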;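 also: uninfected addAB+ strain grown without phage in ampicillin broth; 0% = DMSO wells and 100% = ciprofloxacin 0.95 µg/ml wells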
An asterisk follows results filed as active; . = not tested or not shown.

1. N#Cc1nc(COc2ccccc2)oc1NCCN1CCOCC1
2. Cc1ccc(S(=O)(=O)NCC(=O)OCc2nnc(-c3ccccc3)o2)cc1
3. CCOC(=O)C1CCCN(c2ncnc3c2cnn3-c2ccc(OC)cc2)C1 (stereo not drawn)
4. CN1CCC(OC(=O)c2ccccc2)CC1
5. O=c1cc(-c2ccccc2)nc(/C=C/c2ccccc2)[nH]1
6. CC(C)[C@H](NC(=O)C1CCN(S(=O)(=O)c2ccc(F)cc2)CC1)C(=O)NCc1ccncc1
7. Cc1nn2c3ccccc3n(CCN3CCCCC3)c2nc1=O
8. Cc1ccc(-c2nc(CCNC(=O)c3ccco3)cs2)cc1

compound no.	1	2	3	4	5	6	7	8
OPRM1-OPRD1 inv	7	13	11	12	-35	9	.	3
PfHsp90 set2	12	0	-11	12	7	10	12	-2
Ecoli viability	-1.4	2.6	1.7	0.0	-2.1	-0.9	0.3	0.6
PKA-R1A act	3	6	-4	-9	-6	-10	-4	-6
AddAB inh	-1.4	5.7	3.0	3.7	-0.8	4.2	-0.3	0.4
phage Ecoli inh	2.6	3.7	2.4	-1.1	2.3	2.8	1.4	3.1
SUMO Mot1 rescue	-6	3	17	12	10	-4	.	-10
HTR5A inv ctr	4	-16	-26	-4	7	-1	.	2
Tat export inh	-3	-7	-3	15	-3	-6	-1	-2
OPRM1-OPRD1 ag	-1.5	-2.4	-2.1	-2.6	6.8	-1.9	.	-0.6
PKA-R2B activ	15	8	6	-12	-1	-7	-16	2

Eight entries from above, set out differently:
Second line of a record – OPRM1-OPRD1 inv	PfHsp90 set2	Ecoli viability	PKA-R1A act	AddAB inh	phage Ecoli inh	SUMO Mot1 rescue	HTR5A inv ctr	Tat export inh	OPRM1-OPRD1 ag	PKA-R2B activ
[1] N#Cc1nc(COc2ccccc2)oc1NCCN1CCOCC1
 : 7	12	-1.4	3	-1.4	2.6	-6	4	-3	-1.5	15
[2] Cc1ccc(S(=O)(=O)NCC(=O)OCc2nnc(-c3ccccc3)o2)cc1
 : 13	0	2.6	6	5.7	3.7	3	-16	-7	-2.4	8
[3] CCOC(=O)C1CCCN(c2ncnc3c2cnn3-c2ccc(OC)cc2)C1 (stereo not drawn)
 : 11	-11	1.7	-4	3.0	2.4	17	-26	-3	-2.1	6
[4] CN1CCC(OC(=O)c2ccccc2)CC1
 : 12	12	0.0	-9	3.7	-1.1	12	-4	15	-2.6	-12
[5] O=c1cc(-c2ccccc2)nc(/C=C/c2ccccc2)[nH]1
 : -35	7	-2.1	-6	-0.8	2.3	10	7	-3	6.8	-1
[6] CC(C)[C@H](NC(=O)C1CCN(S(=O)(=O)c2ccc(F)cc2)CC1)C(=O)NCc1ccncc1
 : 9	10	-0.9	-10	4.2	2.8	-4	-1	-6	-1.9	-7
[7] Cc1nn2c3ccccc3n(CCN3CCCCC3)c2nc1=O
 : .	12	0.3	-4	-0.3	1.4	.	.	-1	.	-16
[8] Cc1ccc(-c2nc(CCNC(=O)c3ccco3)cs2)cc1
 : 3	-2	0.6	-6	0.4	3.1	-10	2	-2	-0.6	2

(continued)
9. CCCNC(=O)C(=O)NCC1CCCN1CC (stereo not drawn)
10. O=C(Cn1c(-c2ccccc2)noc1=O)Nc1ccc(S(=O)(=O)N2CCOCC2)cc1
11. CCOc1ccccc1Nc1nnc(SCC(=O)NC2CC2)s1
12. O=C(CN1CCOCC1)N1CCN(c2ccc([N+](=O)[O-])cc2)CC1
13. COc1ccc(/C=C/c2ccc(=O)n(Cc3ccccc3)n2)cc1
14. Cc1ccc(S(=O)(=O)NC(=O)Nc2c(C)n(C)n(-c3ccccc3)c2=O)cc1
15. O=[N+]([O-])c1ccc(S(=O)(=O)N/N=C/c2cccs2)cc1
16. COc1ccc2c(c1)[nH]c1c(=O)n(CCN3CCCC3)cnc12

compound no.	9	10	11	12	13	14	15	16
OPRM1-OPRD1 inv	11	10	13	3	-22	-5	5	11
PfHsp90 set2	.	0	.	6	-6	10	-29	-2
Ecoli viability	1.6	-1.2	4.2	-2.4	0.4	1.6	-0.9	-2.2
PKA-R1A act	-17	2	1	-4	-9	-4	-11	-2
AddAB inh	5.6	-0.3	0.3	-1.6	0.6	-0.4	2.5	0.6
phage Ecoli inh	-0.6	3.1	1.5	4.2	3.4	1.9	6.9	2.9
SUMO Mot1 rescue	-1	4	-19	12	6	12	10	58
HTR5A inv ctr	10	12	-6	-8	-6	10	-36	11
Tat export inh	6	-1	1	2	4	-5	1	2
OPRM1-OPRD1 ag	-2.3	-1.8	-2.9	-0.5	3.9	0.7	-1.1	-2.6
PKA-R2B activ	1	-4	4	11	-2	-3	-4	-4

17. O=C(Nc1ccnn1C1CCN(Cc2cc(Cl)ccc2O)CC1)C1CC1
18. COc1ccc(CN2CCN(C3CCSCC3)CC2CCO)c(C)c1C (stereo not drawn)
19. CCCCc1ccc(-c2ccc(C)cc2O)nc1
20. NC(=O)C(C1=CCCCC1)c1ccccc1 (stereo not drawn)
21. CN(CC(=O)Nc1ccc(F)cc1)C(=O)CSc1ncccn1
22. Cc1ccc(C2=NS(=O)(=O)N(C)C(C(=O)NC(C)c3ccccc3)=C2)cc1 (stereo not drawn)
23. N#Cc1ccsc1NC(=O)CN1CCN(S(=O)(=O)c2cc(Cl)ccc2Cl)CC1
24. CCOCCCNC(=O)CS(=O)(=O)Cc1nc(-c2cccc(OC)c2)oc1C

compound no.	17	18	19	20	21	22	23	24
OPRM1-OPRD1 inv	2	0	5	16	4	-6	-4	-3
PfHsp90 set2	-23	.	-19	3	10	-3	-8	.
Ecoli viability	0.6	-1.0	3.2	.	-0.2	-0.9	-0.5	1.7
PKA-R1A act	-8	-4	1	-9	7	-10	-7	7
AddAB inh	3.3	1.5	0.8	.	2.5	-3.1	0.0	0.7
phage Ecoli inh	-1.2	-0.8	3.1	0.4	3.3	2.5	-0.1	2.4
SUMO Mot1 rescue	-3	16	4	.	1	-8	54	3
HTR5A inv ctr	3	-9	3	-37	3	-12	3	20
Tat export inh	0	0	-6	0	3	5	-2	15
OPRM1-OPRD1 ag	-0.4	0.1	-0.9	-3.7	-0.6	1.0	0.8	0.7
PKA-R2B activ	-2	-5	-8	-7	9	-7	-18	-4

25. COc1ccc(/C=C/c2noc(-c3ccccc3OC(C)=O)n2)cc1
26. O=C1C=C(N2CCOCC2)CCC1
27. O=C(N/N=C/c1cccnc1)NC12CC3CC(CC(C3)C1)C2
28. Cc1cc(N2CCCCC2)nc(NCc2ccccc2)n1
29. CC1CCN(CCCNC(=O)c2nn(C)c3c2CS(=O)(=O)c2ccccc2-3)CC1
30. Cc1ccc(NC(=O)N2CCC(C(N)=O)CC2)cc1
31. O=C(Nc1ccccc1Oc1ccccc1)C1CCCC1
32. CCCCn1c(N)c(N(CC)C(=O)c2cccc(C)c2)c(=O)[nH]c1=O

compound no.	25	26	27	28	29	30	31	32
OPRM1-OPRD1 inv	7	4	4	6	14	13	1	-1
PfHsp90 set2	-11	-17	-32	-3	14	5	-15	-7
Ecoli viability	0.2	3.4	-3.9	-0.8	-2.5	0.4	-0.2	1.6
PKA-R1A act	1	5	8	-11	4	0	-1	4
AddAB inh	-0.6	1.1	4.8	-0.2	-2.0	0.3	3.0	3.0
phage Ecoli inh	4.4	1.2	2.4	3.5	3.7	-0.3	3.2	1.8
SUMO Mot1 rescue	-3	2	-8	-20	4	13	28	-13
HTR5A inv ctr	-1	0	24	16	2	1	6	-4
Tat export inh	-2	-3	-9	-3	1	-3	9	-1
OPRM1-OPRD1 ag	-1.6	-0.7	-0.8	-1.3	-2.5	-2.4	-0.2	0.2
PKA-R2B activ	-4	5	1	-11	5	4	-13	-4

33. CCOC(=O)C1=C(C)NC(=O)C(C(N)=O)C1c1ccccc1 (stereo not drawn)
34. CC1(C)NC(=O)N(CCCOc2ccc3c(c2)CCC3)C1=O
35. O=C(/C=C/Nc1ccc(S(=O)(=O)Nc2cnc3ccccc3n2)cc1)c1ccccc1
36. S=c1[nH]nc(-c2cc3c(s2)-c2ccccc2CC3)o1
37. COc1ccc(OC)c(NC(=O)CNC(=O)Cn2c(C)cc3ccccc3c2=O)c1
38. CCN(C(=O)CN1C(=O)S/C(=C\c2cccc(Cl)c2)C1=O)C1CCS(=O)(=O)C1 (stereo not drawn)
39. CCOC(=O)Nc1ccc(S(=O)(=O)Nc2nccc(C)n2)cc1
40. CCOC(=O)CCNC(=O)N1CCC(CCC(=O)NCc2ccc(F)cc2)CC1

compound no.	33	34	35	36	37	38	39	40
OPRM1-OPRD1 inv	1	-10	16	8	-14	-2	10	2
PfHsp90 set2	7	.	-4	-91	-54	9	18	-17
Ecoli viability	-1.4	2.5	1.6	0.9	0.5	-0.3	-0.2	-1.6
PKA-R1A act	-2	11	-2	5	2	-2	-6	4
AddAB inh	-0.3	-0.3	5.1	1.4	1.7	2.9	-1.0	2.7
phage Ecoli inh	3.8	4.3	3.2	2.2	0.3	0.1	2.6	5.0
SUMO Mot1 rescue	-9	1	109	168	-29	-1	-13	-4
HTR5A inv ctr	12	-22	6	3	-13	-30	1	10
Tat export inh	0	-1	3	7	-5	7	-11	12
OPRM1-OPRD1 ag	-0.2	2.0	-3.1	-1.7	2.6	0.4	-2.3	-0.3
PKA-R2B activ	-1	4	-2	5	-7	-4	0	-5

41. CCOC(=O)C1=C(C)NC(=O)NC1c1cccc(O)c1 (stereo not drawn)
42. S=c1[nH]cnc2sc(-c3ccccc3)cc12
43. O=C(NCC1CCCN(Cc2cccc(C(F)(F)F)c2)C1)c1ccc(F)cc1 (stereo not drawn)
44. O=C(Cn1cccn1)N1CCCC(N2CCN(c3cccc(C(F)(F)F)c3)CC2)C1 (stereo not drawn)
45. O=C(COC(=O)c1cnccn1)NCc1ccc(Cl)cc1
46. COC(=O)c1ccc(NC(=O)C(=O)c2c[nH]c3ccccc23)cc1
47. COc1ccc(-c2noc(CNC(=O)C(C)Oc3ccccc3)n2)cc1 (stereo not drawn)
48. COc1ccc(/C=C2\SC(=O)N=C2N)cc1
49. O=C(Nc1ccc(F)cc1)c1ccc(Br)c(S(=O)(=O)N2CCOCC2)c1
50. CNc1ccccc1C(C)(C)c1cc(-c2cccc([N+](=O)[O-])c2)no1

compound no.	41	42	43	44	45	46	47	48	49	50
OPRM1-OPRD1 inv	6	-3	10	3	2	11	14	20	-24	-5
PfHsp90 set2	.	-7	-1	8	.	-9	-17	10	-8	1
Ecoli viability	-0.1	-0.8	2.5	.	0.6	-0.1	-0.2	-0.7	-2.6	-0.4
PKA-R1A act	-1	-11	-4	2	-4	-5	-10	-1	1	0
AddAB inh	-0.8	-2.6	0.6	.	1.4	-0.6	1.5	0.0	4.9	0.5
phage Ecoli inh	1.1	3.1	0.8	0.5	1.4	3.5	0.1	4.2	0.3	2.0
SUMO Mot1 rescue	-13	106	114	.	.	12	-1	-4	4	-27
HTR5A inv ctr	0	13	-8	-1	-39	4	20	10	-41	-8
Tat export inh	1	-10	3	2	1	-1	2	-15	0	2
OPRM1-OPRD1 ag	-1.0	0.7	-2.0	-0.5	-0.4	-2.3	-4.4	-4.0	2.9	1.0
PKA-R2B activ	-6	-3	-8	-13	-15	-1	-6	9	-1	-12

Compounds as they come; overall some 2.2% were active at least once.
